Compound activity as filed in PubChem BioAssay.
TcdB inh = inhibitors of Clostridioides difficile toxin B glycohydrolase. inhibition, % at 9.99 µM. 350,000 tested, 0.24% active. TcdB glycohydrolase enzymatic assay, plate reader. AID 652162; in the data active means inhibition above about 10%
Y pestis TopoI = inhibitors of Yersinia pestis topoisomerase I | Y. pestis Topo-I cleavage product accumulation, plate reader | activity, % at 10 µM | 360,000 tested, 0.064% active; in the data active means activity above about 50%, passing the limit was not always enough; further: inactives centre near 2
MazEF act = activators of E. coli MazEF toxin-antitoxin RNase | FAM/BHQ RNA-DNA oligo cleavage fluorescence, 5 h | activation, % at 20 µM | 350,000 tested, 0.32% active | AID 504720; in the data active means activation above about 50%
Target sequence (P0AE70 whole entry, looked up): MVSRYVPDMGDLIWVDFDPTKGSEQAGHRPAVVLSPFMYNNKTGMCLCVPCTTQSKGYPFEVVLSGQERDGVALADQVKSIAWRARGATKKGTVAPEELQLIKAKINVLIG
SARS 3CLpro inh = SARS-CoV 3CLpro protease inhibition. P0C6X7. recombinant SARS-CoV 3CLpro, quenched FRET peptide cleavage. inhibition, % at 6 µM. 290,000 tested, 0.14% active. AID 1706; in the data active means inhibition above about 12%
DUSP3 inh = DUSP3 (human) phosphatase inhibition; P51452; recombinant VHR phosphatase, pNPP absorbance; inhibition, % at 13.3 µM; 290,000 tested, 0.52% active; AID 1654; in the data active means inhibition above about 50%; further: some compounds called inactive have numbers as strong as hits
Target sequence (P51452 whole entry, looked up): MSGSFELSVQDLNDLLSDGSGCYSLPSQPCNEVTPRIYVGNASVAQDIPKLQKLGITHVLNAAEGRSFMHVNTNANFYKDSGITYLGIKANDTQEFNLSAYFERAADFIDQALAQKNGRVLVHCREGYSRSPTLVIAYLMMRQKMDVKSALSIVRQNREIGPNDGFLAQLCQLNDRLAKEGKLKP
PfHsp40 yeast = compounds rescuing yeast from Plasmodium falciparum HSP40 toxicity. S. cerevisiae expressing PfHsp40, growth rescue, ATP luminescence. growth rescue, % at 12.5 µM. 340,000 tested, 0.68% active; in the data active means growth rescue above about 28%, passing the limit was not always enough;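 further: yeast W303a lacking pdr1 and pdr3 grown in galactose medium; growth measured after three days at 30 °C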
SSB-PriA inh = inhibitors of Klebsiella pneumoniae PriA binding to SSB C-terminal tail; AlphaScreen SSBct-PriA binding, biotinylated peptide; inhibition, % at 33 µM; 430,000 tested, 0.6% active; AID 1272365; in the data active means inhibition mostly above about 37%, no sharp cut-off; inactive means mostly below about 20%;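 further: plate controls were negative control peptide for no effect and reference peptide for full effect; strong numbers were not always called active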
Anthrax LF prot = anthrax lethal factor protease inhibition | 360,000 tested, 0.12% active | P15917 | multiplex microsphere protease cleavage assay, LF | inhibition, % at 10 µM; in the data active means inhibition above about 30%; further: plate controls were buffer without enzyme for full effect and enzyme alone for no effect
BH1578 lux ind = quorum light induction in luxS cqsA deficient V. cholerae | AID 588436 | activation, % at 18.7 µM | 350,000 tested, 0.16% active | V. cholerae BH1578 lux reporter, luminescence, 6 h; in the data active means activation mostly above about 9.7%, no sharp cut-off; further: not every result past the cut was called active; inactives centre near 0; reference of the scale not given here
Rv3671c inh = inhibitors of M. tuberculosis serine protease Rv3671c; P9WHR9; inhibition, % at 5.96 µM; 320,000 tested, 0.048% active; in the data active means inhibition above about 38%;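 further: extracellular domain of Rv3671c used as enzyme; 0% = enzyme with DMSO and 100% = no enzyme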
Target sequence (P9WHR9 whole entry, looked up, the tested form may be a part): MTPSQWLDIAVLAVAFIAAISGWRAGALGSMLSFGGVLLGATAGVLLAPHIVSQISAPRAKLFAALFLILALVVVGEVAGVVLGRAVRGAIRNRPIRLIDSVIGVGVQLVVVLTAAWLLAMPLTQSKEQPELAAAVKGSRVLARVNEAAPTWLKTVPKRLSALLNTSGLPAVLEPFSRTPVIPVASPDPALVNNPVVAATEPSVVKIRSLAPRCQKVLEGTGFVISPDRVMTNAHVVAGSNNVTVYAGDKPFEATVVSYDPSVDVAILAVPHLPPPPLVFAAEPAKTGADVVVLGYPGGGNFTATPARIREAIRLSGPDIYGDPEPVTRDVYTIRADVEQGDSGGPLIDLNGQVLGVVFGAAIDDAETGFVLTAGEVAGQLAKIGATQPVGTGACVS
An asterisk follows results filed as active; i = inactive; · = not tested or not shown; & = joins results of further samples. Some of the compounds tested. The share of hits here may be higher or lower than overall.

1. COC(=O)c1ccc(-c2c(-c3ccccc3)ncc3cc(OC)c(OC)cc23)cc1
2. CCOC(=O)CN1N=C(/C=C/c2ccccc2)CCC1=O
3. CCc1c(C)sc(NC(=O)Cc2ccccc2OC)c1C(=O)N1CCOCC1
4. CCOC(=O)CC1=Nc2ccccc2NC(=O)C1
5. CCC1=C(CC2NCCc3ccccc32)CC2c3cc(OC)c(OC)cc3CCN2C1 (stereo unspecified)
6. O=C1C(=O)N(CCCN2CCOCC2)C(c2ccc([N+](=O)[O-])cc2)/C1=C(\O)c1ccc2c(c1)OCCO2 (stereo unspecified)
7. COc1cccc(C(=O)NCc2ccc(-c3nc4ccccc4s3)cc2)c1
8. COc1ccc(S(=O)(=O)Nc2cccc3c2O[C@H](CN(C)Cc2ccc(Oc4ccccc4)cc2)[C@@H](C)CN([C@H](C)CO)C3=O)cc1
entry no.,1,2,3,4,5,6,7,8
TcdB inh,1.7,·,2.3,·,-0.5,-1.1,·,0.3&-0.4
Y pestis TopoI,-3,-4,3,13,5,2,23,19
MazEF act,-4,-10,2,7,-36,-1,0,1
SARS 3CLpro inh,·,5,13*,0,·,-2,-3,·
DUSP3 inh,·,·,-14,22,·,8,23,·
PfHsp40 yeast,-0.6,-1.0,0.9,2.0,-1.0,-0.2,-0.7,2.8
SSB-PriA inh,9,-7,0,0,-3,·,-24,14
Anthrax LF prot,6,-5,0,-1,2,-2,-4,-6
BH1578 lux ind,-0.8,i,0.6,-0.4,11,0.0,-0.1,i
Rv3671c inh,-11,-4,0,-6,·,1,-3,0

9. Cc1cc(C(=O)CN2C(=O)C(=O)N(Cc3ccccc3)C2=O)c(C)n1-c1ccccc1F
10. CC(=O)Oc1ccc2cc(-c3nc4ccccc4n3C)c(=O)oc2c1
11. O=[N+]([O-])c1cnc(Sc2ccncn2)s1
12. COc1ccc(CC(=O)Oc2ccc(C)cc2Br)cc1OC
13. CN1CCc2c(sc3nc(SCC(N)=O)n(-c4ccc(Cl)cc4)c(=O)c23)C1
14. CCOC(=O)c1cccc(NC(=O)CSc2nc3cccnc3n2C)c1
15. O=C(c1ccccc1Cl)N(Cc1ccc(Br)cc1)N1C(=O)CCCC1=O
16. COc1ccc(CNC(=O)C2CC(c3cccc(OC)c3)=NO2)cc1 (stereo unspecified)
entry no.,9,10,11,12,13,14,15,16
TcdB inh,0.8,·,-0.5,-1.3,0.4,·,2.0,·
Y pestis TopoI,5,-5,-4,43,6,3,8,-4
MazEF act,-40,1,-6,-5,1,-9,1,-7
SARS 3CLpro inh,3,4,5,1,1,3,1,2
DUSP3 inh,17,19,22,-4,10,-1,-23,10
PfHsp40 yeast,0.0,-1.1,20,0.5,0.2,0.2,-0.9,-0.6
SSB-PriA inh,2,-26,-11,-41,-3,-15,-9,-5
Anthrax LF prot,-6,0,-1,3,-6,2,-2,-9
BH1578 lux ind,i,4.2,0.6,i,-1.4,i,0.1,-0.2
Rv3671c inh,-1,-3,-1,25,-9,-1,7,-13

17. COC(=O)C(=O)Nc1nnc(COc2ccccc2)s1
18. COc1ccc(/C=N\NC(=O)c2cc(O)c(O)c(O)c2)cc1CN1CCN(c2ccc(F)cc2)CC1
19. O=C(Nc1ccccc1-c1nnn(CC(=O)N2CCN(c3ccccc3)CC2)n1)c1cccs1
20. CCN1C[C@@H]2[C@@H]3C(=O)N(C)C(=O)[C@@H]3[C@](Cc3ccccc3)(C(=O)OC)N2C1=NCc1ccccc1
21. Cc1nn(C(=O)c2cccc([N+](=O)[O-])c2)c(C)c1Cl
22. O=C(CSc1n[nH]c(-c2cccs2)n1)NCc1ccc2c(c1)OCO2
23. CCCN1C(=O)C(O)(C2CC(=O)CC(C)(C)O2)c2ccccc21 (stereo unspecified)
24. O=C(CNCC1CCCO1)N1CCCc2ccccc21 (stereo unspecified)
entry no.,17,18,19,20,21,22,23,24
TcdB inh,·,·,-0.2,1.1,1.7,·,·,0.8
Y pestis TopoI,-3,-3,-5,-4,8,4,-1,7
MazEF act,4,9,3,7,8,6,6,14
SARS 3CLpro inh,0,-2,1,·,-4,1,0,2
DUSP3 inh,19,60,4,·,16,-13,18,-12
PfHsp40 yeast,-1.8,-1.3,0.5,2.5,0.1,0.0,-0.4,0.8
SSB-PriA inh,-17,·,5,0,3,-1,-11,-15
Anthrax LF prot,-6,-4,1,0,-5,-5,-3,2
BH1578 lux ind,0.4,-1.3,i,-1.9,0.0,0.2,i,-0.5
Rv3671c inh,2,-10,-6,·,-1,-6,0,-2

25. O=C(O)CN1C(=O)C2C3C=CC(C3)C2C1=O (stereo unspecified)
26. COC(=O)c1ccc(NC(=O)CSc2nc(C)cc(=O)[nH]2)cc1
27. Cc1cc(C(=O)NC(Cc2c[nH]c3ccccc23)C(=O)O)c(C)o1 (stereo unspecified)
28. CN(c1nc2nonc2nc1NC1CC1)C1CCOC1 (stereo unspecified)
29. Cc1nn(-c2cc(C(F)(F)F)ccn2)c(=O)o1
30. NS(=O)(=O)c1ccc(CCNC(=O)C2CCN(c3ncnc4c3nc3n4CCCCC3)CC2)cc1
31. C=CCNc1ccccc1S(=O)(=O)NCc1ccccc1
32. O=C(Nc1cccc2cccc(NC(=O)c3ccco3)c12)c1ccco1
entry no.,25,26,27,28,29,30,31,32
TcdB inh,-0.3,·,-0.3,0.8,1.2,0.1,5.1,·
Y pestis TopoI,0,7,0,-6,3,-9,13,-1
MazEF act,3,-5,3,-15,4,-1,-1,5
SARS 3CLpro inh,2,1,-1,5,-1,5,·,3
DUSP3 inh,-13,23,8,34,22,13,·,12
PfHsp40 yeast,0.2,-1.4,-1.4,-2.5,-0.7,0.2,-1.2,0.9
SSB-PriA inh,-17,-1,-7,-16,3,-14,-34,5
Anthrax LF prot,2,5,7,1,19,2,3,-2
BH1578 lux ind,-0.2,·,0.8,-0.4,i,i,i,i
Rv3671c inh,7,3,2,2,8,0,·,3

33. CC[C@@H]1[C@H]2CCCC(=O)N3CC[C@@H](C[C@@H]1OC(=O)NCc1ccccc1)[C@@H]23
34. O=C(CN1CCSCC1)N/N=C/c1ccccc1F
35. COC1CCCN(C(=O)c2ccc3nc(Cc4cccc(Cl)c4)oc3c2)C1 (stereo unspecified)
36. CCOc1ccc(C(=O)C2CCN(C(=O)c3ccc([N+](=O)[O-])cc3)CC2)cc1
37. CCOC(=O)[C@]12Cc3cc(N(C)C)ccc3[C@H]1N(Cc1ccccc1)C(=O)c1ccccc12
38. COCC(C)NCc1cccc(C)c1 (stereo unspecified)
39. O=S(=O)(Nc1nc2ccccc2s1)c1cc(F)ccc1F
40. Cc1ccc(Nc2cccccc2=O)cc1
entry no.,33,34,35,36,37,38,39,40
TcdB inh,1.9,·,-0.7,1.1,0.6,·,2.7,·
Y pestis TopoI,5,-7,21,5,22,-2,7,-11
MazEF act,11,2,7,2,2,7,4,1
SARS 3CLpro inh,0,-4,-3,4,·,1,-1,7
DUSP3 inh,24,16,32,43,·,13,19,12
PfHsp40 yeast,-0.6,-0.1,0.3,2.9,1.8,0.0,-0.9,0.4
SSB-PriA inh,-1,·,-2,-8,-30,-13,-15,-10
Anthrax LF prot,-10,0,1,-12,-3,-1,-1,1
BH1578 lux ind,i,-0.2,-0.3,i,2.4,i,-0.2,-5.0
Rv3671c inh,-1,2,6,0,·,1,-11,3

Sorted by molecular weight (ascending): 14 of the compounds above.
38. COCC(C)NCc1cccc(C)c1 (stereo unspecified)
40. Cc1ccc(Nc2cccccc2=O)cc1
29. Cc1nn(-c2cc(C(F)(F)F)ccn2)c(=O)o1
24. O=C(CNCC1CCCO1)N1CCCc2ccccc21 (stereo unspecified)
28. CN(c1nc2nonc2nc1NC1CC1)C1CCOC1 (stereo unspecified)
34. O=C(CN1CCSCC1)N/N=C/c1ccccc1F
31. C=CCNc1ccccc1S(=O)(=O)NCc1ccccc1
39. O=S(=O)(Nc1nc2ccccc2s1)c1cc(F)ccc1F
26. COC(=O)c1ccc(NC(=O)CSc2nc(C)cc(=O)[nH]2)cc1
33. CC[C@@H]1[C@H]2CCCC(=O)N3CC[C@@H](C[C@@H]1OC(=O)NCc1ccccc1)[C@@H]23
entry no.,38,40,29,24,28,34,31,39,26,33
TcdB inh,·,·,1.2,0.8,0.8,·,5.1,2.7,·,1.9
Y pestis TopoI,-2,-11,3,7,-6,-7,13,7,7,5
MazEF act,7,1,4,14,-15,2,-1,4,-5,11
SARS 3CLpro inh,1,7,-1,2,5,-4,·,-1,1,0
DUSP3 inh,13,12,22,-12,34,16,·,19,23,24
PfHsp40 yeast,0.0,0.4,-0.7,0.8,-2.5,-0.1,-1.2,-0.9,-1.4,-0.6
SSB-PriA inh,-13,-10,3,-15,-16,·,-34,-15,-1,-1
Anthrax LF prot,-1,1,19,2,1,0,3,-1,5,-10
BH1578 lux ind,i,-5.0,i,-0.5,-0.4,-0.2,i,-0.2,·,i
Rv3671c inh,1,3,8,-2,2,2,·,-11,3,-1

36. CCOc1ccc(C(=O)C2CCN(C(=O)c3ccc([N+](=O)[O-])cc3)CC2)cc1
35. COC1CCCN(C(=O)c2ccc3nc(Cc4cccc(Cl)c4)oc3c2)C1 (stereo unspecified)
37. CCOC(=O)[C@]12Cc3cc(N(C)C)ccc3[C@H]1N(Cc1ccccc1)C(=O)c1ccccc12
30. NS(=O)(=O)c1ccc(CCNC(=O)C2CCN(c3ncnc4c3nc3n4CCCCC3)CC2)cc1
entry no.,36,35,37,30
TcdB inh,1.1,-0.7,0.6,0.1
Y pestis TopoI,5,21,22,-9
MazEF act,2,7,2,-1
SARS 3CLpro inh,4,-3,·,5
DUSP3 inh,43,32,·,13
PfHsp40 yeast,2.9,0.3,1.8,0.2
SSB-PriA inh,-8,-2,-30,-14
Anthrax LF prot,-12,1,-3,2
BH1578 lux ind,i,-0.3,2.4,i
Rv3671c inh,0,6,·,0

(cont.)
41. CN(c1ccc(OCC(=O)NC2CCCC2)cc1)S(=O)(=O)c1cccs1
42. O=C(CSc1nnc(-c2ccccc2F)o1)OCc1ccccc1
43. COc1cc(OC)cc(C(=O)NC(=S)NCc2ccco2)c1
44. Cc1ccc2[nH]c3c(c2c1)CN(C(=O)CN1CCSCC1)CC3
45. CC(CC(=O)Nc1cc([N+](=O)[O-])ccc1Cl)c1ccccc1 (stereo unspecified)
46. CN(CC(=O)Nc1c(Cl)cccc1Cl)C(=O)c1cc(-c2cccs2)nn1-c1ccccc1
47. O=C(NCc1ccc2c(c1)OCO2)C1COc2ccccc2O1 (stereo unspecified)
48. CCOc1cc(/C=N/NC(=O)c2ccc(NC(=O)C3CC3)cc2)ccc1O
entry no.,41,42,43,44,45,46,47,48
TcdB inh,·,0.2,-0.7,·,·,2.0,·,-8.9
Y pestis TopoI,10,31,0,·,-9,39,2,-9
MazEF act,-6,-21,-17,·,5,-2,-2,0
SARS 3CLpro inh,-2,-4,7,2,1,·,3,-7
DUSP3 inh,23,6,10,40,13,·,0,10
PfHsp40 yeast,0.7,-0.3,1.4,2.3,0.0,-0.8,-0.9,0.9
SSB-PriA inh,-14,-26,4,·,-1,-17,-5,·
Anthrax LF prot,-12,10,-6,·,0,-2,-2,0
BH1578 lux ind,i,i,i,-8.3,·,-4.0,·,0.1
Rv3671c inh,2,3,-17,·,2,-8,-3,4

49. CCc1ccc(CN(C)C(=O)c2cc(COc3cccc(C(F)(F)F)c3)on2)nc1
50. CS(=O)(=O)c1ccc(C(=O)Nc2ccc(N3CCOCC3)cc2)c(Cl)c1
51. COc1ccc(S(=O)(=O)N2CCC(C(=O)N3CCCCCC3)CC2)cc1
52. COc1ccccc1C(=O)Nc1cc(C)on1
53. N#Cc1c2n(c3c(=O)n(Cc4ccc(Cl)cc4)cnc13)CCCC2
entry no.,49,50,51,52,53
TcdB inh,1.0,0.7,·,0.8,·
Y pestis TopoI,10,-1,7,3,-1
MazEF act,4,7,-3,7,14
SARS 3CLpro inh,5,2,-1,4,4
DUSP3 inh,11,5,-10,4,25
PfHsp40 yeast,112*,-0.4,0.5,-0.1,3.9
SSB-PriA inh,-12,-5,10,-2,-7
Anthrax LF prot,0,-8,-1,-2,-5
BH1578 lux ind,i,-0.2,2.8,-0.8,i
Rv3671c inh,3,2,-3,2,0
